Source: PubChem (several laboratories)
Autophagy mod = autophagy modulators in MEF cells, primary screen, imaging, high-content, MEF GFP-LC3 | AID 463193, 2010 | MEF GFP-LC3 puncta imaging; test concentration mostly 10 µM | calls only at 10 µM (by protocol) | 0.98% of 190,000 active;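 active = percentage of spot-positive cells more than 3 SD above its plate mean, without a fluorescence outlier flag or 80% toxicity; inconclusive = no clear call, values can overlap the other calls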;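 note: spot-positive cell cutoff set from DMSO-treated cells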
RSV antiviral HEp-2 = RSV antiviral activity via CPE protection, HEp-2 cells, primary 10 µM value included (AID 2391); 0.13% of 310,000 active; HEp-2 cells, RSV-induced CPE inhibition; higher % means a stronger effect; CPE inhibition, % at 10 µM, or IC50 in µM where a hit was titrated; in the data active = a potency from the dose series; inconclusive = CPE inhibition mostly from about 23% at the one dose, without a potency; inactive = the rest, 99 in 100 with CPE inhibition below about 21%; note: strong numbers were not always called active
LYP inhibition = inhibitors of LYP phosphatase, biochemical, fluorescence intensity, uHTS (AID 1779); inhibition, % at 11.5 µM; hits with a dose series show IC50 in µM; recombinant LYP phosphatase, fluorescence intensity; higher % means a stronger effect; 0.054% of 290,000 active; Tyrosine-protein phosphatase non-receptor type 22 (Homo sapiens); in the data active = inhibition above about 50%;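 note: plate controls were vehicle with enzyme for no effect and no enzyme for full effect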
GPR35 arrestin U2OS = GPR35 antagonists blocking zaprinast-driven arrestin recruitment, primary screen, imaging, U2OS, beta-arrestin-GFP, zaprinast agonist (AID 2058); one-dose inhibition, % at 10 µM; IC50 in µM for titrated hits; 0.052% of 290,000 active; U2OS GPR35 beta-arrestin-GFP translocation imaging, zaprinast antagonism; higher % means a stronger effect; G-protein coupled receptor 35 (Homo sapiens);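 active = inhibition of at least 50% with at least 30 cells and total cytoplasm GFP at most 10,000,000; inconclusive = under 30 cells or total GFP of 10,000,000 plus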
NTR1 ag = agonists of NTR1, primary screen, imaging, U2OS cells, beta-arrestin-GFP, high content (AID 493036). Neurotensin receptor type 1 (Homo sapiens), P30989. NTR1-U2OS beta-arrestin-GFP spot imaging, agonist mode. activation, % at 20 µM. 0.17% of 330,000 active;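 active = activation at or above 40% of the spot to cytoplasm intensity ratio, with at least 20 cells analyzed; inconclusive = wells under 20 cells, flagged as cytotoxic or low count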;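 note: 0% = DMSO without peptide and 100% = 100 nM NTR1 peptide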
Target sequence (P30989 whole entry, looked up): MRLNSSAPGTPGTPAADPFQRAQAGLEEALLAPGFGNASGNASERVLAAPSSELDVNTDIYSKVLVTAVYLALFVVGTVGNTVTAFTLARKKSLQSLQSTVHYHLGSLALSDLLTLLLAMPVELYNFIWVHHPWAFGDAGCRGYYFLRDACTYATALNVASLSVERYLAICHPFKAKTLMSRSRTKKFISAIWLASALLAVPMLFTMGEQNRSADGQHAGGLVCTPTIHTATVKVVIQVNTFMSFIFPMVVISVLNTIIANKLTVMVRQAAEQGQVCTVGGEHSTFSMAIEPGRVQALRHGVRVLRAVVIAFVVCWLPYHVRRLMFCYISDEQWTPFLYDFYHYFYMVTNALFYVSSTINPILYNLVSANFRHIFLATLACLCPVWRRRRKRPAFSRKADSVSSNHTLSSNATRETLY
WT yeast gro inh = growth inhibition of WT strain, primary screen, mitochondrial fusion inhibitor project, WT and mutant strains, chemical genetic | mitochondrial fusion phenotypic screen | inhibition, % at 10 µM | 2.1% of 190,000 active; in the data active = inhibition above about 58%; tested in S. cerevisiae
UTI89 phage lysis = inhibition of K1F phage lysis, E. coli UTI89, bacterial capsule biogenesis inhibitors, alamar blue (AID 488966); E. coli UTI89 K1F phage lysis, alamar blue, 2 h; higher % means a stronger effect; inhibition, % at 100 µM, or IC50 in µM where a hit was titrated; 0.02% of 340,000 active;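 active = phage lysis inhibition, versus mean bacterial control, above a set limit; inconclusive = no clear call, values can overlap the other calls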;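 note: capsule biogenesis inhibitors block K1F phage lysis so surviving cells raise fluorescence; higher fluorescence means more inhibition of phage lysis; actives were called in the ten point dose series up to 300 µM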
NS5 inhibitors = Dengue-2 NS5 methyltransferase inhibitors, primary screen, biochemical, confirmation dose response (AID 588689); inhibition, % at 25 µM, or IC50 in µM where a hit was titrated; Dengue-2 NS5 methyltransferase capping enzyme assay, biochemical; higher % means a stronger effect; 0.3% of 340,000 active; in the data active = a potency from the dose series; inconclusive = inhibition above about 29% without an active follow-up result
AID2073 = inhibitors of Mint1-CaV2.2 protein interaction, biochemical, HTRF (AID 2073) | Voltage-dependent N-type calcium channel subunit alpha-1B (Homo sapiens) | HTRF protein-protein interaction, Mint1-CaV2.2; higher % means a stronger effect | one-dose inhibition, % at 20 µM; IC50 in µM for titrated hits | 0.19% of 290,000 active; in the data active = inhibition mostly above about 51%, no sharp cut-off; inconclusive = no clear call, values can overlap the other calls; inactive = mostly below about 53%; note: some results filed as inactive read as strong as hits
WT yeast gro inh mutant strain = second read-out of WT yeast gro inh, no call of its own (marks repeat the call); inhibition, %; mitochondrial fusion phenotypic screen, mutant strain inhibition
Autophagy mod cell loss 18 h = second read-out of Autophagy mod, no call of its own (marks repeat the call); toxicity, %; measured here: cell loss, nuclei count;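 cell loss after 18 h compound exposure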
NTR1 ag cell count 20 µM = further read-out of NTR1 ag, marked with its call; cell count; measured here: cell count, cytotoxicity flag
NS5 inhibitors pilot replicate = also measured in NS5 inhibitors; calls as there; inhibition, %; measured here: pilot screen replicate inhibition
* hit, by the source's call; i = inactive; u = inconclusive; x = no result given; [ ] = dose if it differs, or a comment. Rows are unselected; any-hit rate near 2.6%.

SMILES | Autophagy mod | Autophagy mod cell loss 18 h | RSV antiviral HEp-2 | LYP inhibition | GPR35 arrestin U2OS | NTR1 ag | NTR1 ag cell count 20 µM | WT yeast gro inh | WT yeast gro inh mutant strain | UTI89 phage lysis | NS5 inhibitors | AID2073 | others
COc1cc(C(=S)N2CCCCC2)ccc1OCC(=O)Nc1ccc(F)cc1 | x | x | 16.6% | -3.7% | 7.7% | 1.6 | 48 | x | x | 1.1%[50 µM] | -2.0% | -4.6%
Cc1ccccc1-c1n[nH]c(=S)n1/N=C/C=C/c1ccco1 | x | x | 1.6% | 2.9% | 17.4% | -0.2 | 38 | x | x | -1.5% | 3.8% | -5.6%
COc1ccc(CC(=O)Nc2ccc(-c3noc(COc4ccccc4C)n3)cc2)cc1 | i | -33.1 | 0.3% | -9.3% | -24.8% | 0.0 | 67 | 15.1 | 2.4 | 0.3% | -4.8% | 18.4%
COc1ccc(C2c3c(ccc4ccccc34)Oc3ncn4nc(-c5ccco5)nc4c32)cc1 (stereo not given) | i | 2.8 | 3.1% | -3.2% | -8.1% | 0.1 | 83 | -6.1 | 1.4 | 0.0%[50 µM] | -6.6% | 16.6%
O=C(CSc1ccc2ccccc2n1)c1ccccc1 | x | x | x | -1.2% | -0.1% | 1.0 | 39 | x | x | -0.3% | -3.1% | 4.6%
COc1ccc(C(O)(C(C)C)C(CN2CCOCC2)c2ccccc2)cc1 (stereo not given) | x | x | 3.5% | -3.9% | 8.8% | 3.5 | 86 | x | x | -0.3%[50 µM] | -6.6% | 32.1%
CCN1CCCC1CNC(=O)c1cc2cc(F)ccc2[nH]1 (stereo not given) | x | x | -1.8% | -5.1% | -5.4% | -0.6 | 52 | x | x | 0.1% | -6.2% | 3.6%
CN(C)S(=O)(=O)c1cccc(NC(=O)COC(=O)c2ccc(Br)o2)c1 | i | 6.3 | 1.6% | -2.2% | 12.5% | -1.4 | 52 | 4.8 | -3.0 | 0.9% | -4.7% | -6.4%
COc1cc(OC)cc(C(=O)NCCC(=O)NCCc2ccc(OC)c(OC)c2)c1 | i | -4.2 | 1.9% | -8.1% | -1.0% | 2.3 | 42 | -12.6 | -2.2 | -0.3%[50 µM] | -3.2% | 7.7%
Cc1cc(C)c2c(-n3cccc3)nn(CC#N)c2n1 | i | -5.4 | 2.4% | -0.8% | 3.8% | 3.5 | 82 | -6.3 | -4.0 | 0.3% | -5.0% | -7.3% | NS5 inhibitors pilot replicate=-2.1
O=C(O)Cn1nc(C(F)(F)F)c2c1CCC2 | i | -0.1 | -1.0% | -1.0% | -8.1% | -0.2 | 46 | 3.4 | 0.7 | 2.6% | 2.7% | -2.4%
Cc1noc(C(=O)N2CCN(c3ccccc3)CC2)c1Cl | x | x | 2.5% | 2.6% | -1.1% | -1.0 | 56 | x | x | 2.9% | -1.4% | 7.2%
COc1ccc(OC)c(C2C(C(=O)O)c3ccccc3C(=O)N2C)c1 (stereo not given) | i | 13.7 | 0.9% | -3.4% | 1.5% | -0.5 | 53 | 22.6 | 26.3 | 1.3% | -1.2% | -3.4%
COCc1cc(=O)n2[nH]c(C(F)(F)F)nc2n1 | i | -3.8 | -0.4% | -7.1% | 11.4% | 0.8 | 52 | -25.0 | -31.6 | -0.9% | -8.3% | -8.0%
O=S(=O)(c1ccccc1)N1CCN(C(=S)NC2CCCC2)CC1 | x | x | 2.2% | -7.0% | -10.1% | -0.1 | 65 | x | x | 0.8%[50 µM] | 6.6% | 3.1%
CCCc1cc(C(=O)N2CCCN(C)CC2)cs1 | x | x | -0.3% | -9.0% | -11.0% | 1.7 | 56 | x | x | 0.2% | -4.5% | 5.6%
CCC(C(=O)NCC1CCCO1)N(Cc1ccc(F)cc1)C(=O)CNS(=O)(=O)c1ccccc1 (stereo not given) | x | x | 1.0% | -7.4% | 14.1% | -0.6 | 54 | x | x | -0.2% | 3.3% | 5.0%
Cc1ccc(SCCC(=O)N2CCN(S(=O)(=O)c3ccccc3)CC2)cc1 | x | x | 0.7% | x | x | 1.6 | 47 | x | x | 0.3%[50 µM] | -5.2% | x
CCN(CC)CCN1C(=O)C(=O)/C(=C(/O)c2ccc(S(=O)(=O)N3CCOCC3)cc2)C1c1ccc(C(C)(C)C)cc1 (stereo not given) | x | x | 1.9% | -4.6% | 11.8% | -0.7 | 64 | x | x | -0.5% | 2.5% | 3.1%
CCN(CC(=O)Nc1c(F)cccc1F)C(=O)Cc1csc(-c2ccccc2)n1 | x | x | 2.9% | x | x | -1.3 | 55 | x | x | 1.0%[50 µM] | 2.2% | x
COc1ccc(C(=O)NCC(=O)N/N=C/c2ccc(C)o2)cc1OC | x | x | -0.1% | -0.7% | -4.3% | 2.0 | 69 | x | x | 0.0% | -5.3% | 2.2%
CCOC(=O)c1c(NC(=O)Cn2ccsc2=N)sc(C)c1C | i | -3.0 | -1.5% | 0.8% | -1.2% | 1.9 | 6 | 6.5 | -11.2 | 0.5% | x | 5.3%
Cc1ccc(S(=O)(=O)Nc2ccccc2C(=O)OC(C)C(=O)Nc2ccc3ccccc3c2)cc1[N+](=O)[O-] (stereo not given) | i | -12.3 | u | -5.3% | 15.3% | 1.8 | 65 | 1.6 | -7.3 | 0.9%[50 µM] | 2.5% | 6.5%
O=C(Nc1ccc(C(=O)N2CCCCC2)cc1)C1=CSCCO1 | x | x | 1.4% | -6.7% | 11.4% | -0.1 | 52 | x | x | 0.3% | 3.1% | 14.6%
COc1ccccc1N1CCN(C(=O)c2ccc3[nH]c4c(c3c2)CC(C)CC4)CC1 (stereo not given) | i | -7.7 | 6.4% | 12.2% | 1.3% | 7.7 | 76 | 72.3* | -1.4* | 0.4% | 0.0% | 7.6%

Other results follow.
SMILES | Autophagy mod | Autophagy mod cell loss 18 h | RSV antiviral HEp-2 | LYP inhibition | GPR35 arrestin U2OS | NTR1 ag | NTR1 ag cell count 20 µM | WT yeast gro inh | WT yeast gro inh mutant strain | UTI89 phage lysis | NS5 inhibitors | AID2073 | others
CC(CNS(=O)(=O)c1ccccc1)(c1ccccc1)N1CCCCC1 (stereo not given) | x | x | -2.1% | -4.0% | 12.2% | 1.4 | 49 | x | x | 0.0% | -10.8% | 5.8%
Cc1ccc(O)c(NC(=S)NC(=O)/C=C/c2ccco2)c1 | i | 2.6 | 0.1% | 1.9% | -0.6% | 0.0 | 52 | -1.4 | -2.8 | -0.8% | 0.7% | 9.5%
CCOc1ccc(S(=O)(=O)N2CCC(c3ccccc3)CC2)cc1C(=O)O | x | x | 2.0% | -7.6% | 6.0% | -1.5 | 105 | x | x | -0.1% | -2.0% | 5.5%
O=C(CSc1nnc(Cn2nnc3ccccc32)o1)Nc1ccc(Cl)cc1 | i | -0.5 | 0.6% | -6.4% | 2.5% | -6.7 | 75 | -26.3 | -5.4 | 2.3% | -1.6% | -4.1%
CC(=O)N1N=C(c2c(-c3ccccc3)c3cc(Br)ccc3[nH]c2=O)CC1c1ccco1 (stereo not given) | x | x | 1.5% | 3.2% | 5.5% | 7.8 | 53 | x | x | 0.0% | 2.4% | 6.5%
COc1cccc(N2CCN(C(=O)CCn3c(=S)[nH]c4cc5c(cc4c3=O)OCO5)CC2)c1 | i | 5.8 | x | 8.3% | u | x | x | -9.3 | -9.8 | x | x | 1.5%
CCCn1c(C(O)c2ccc3c(c2)OCO3)nc2ccccc21 (stereo not given) | i | -10.4 | -1.5% | -8.1% | -8.3% | 1.3 | 33 | 0.6 | 4.2 | 2.7% | 2.8% | -10.6%
Cc1cc2nnc(SCC(=O)N3C(C)CCCC3C)n2c(N)n1 (stereo not given) | i | 5.1 | 1.2% | -6.3% | -2.0% | 0.6 | 61 | -0.3 | -2.9 | 0.3% | -2.7% | 3.5%
COC(=O)Nc1ccc(S(=O)(=O)N2CCN(c3ccc(F)cc3)CC2)cc1 | i | 1.0 | 4.8% | -3.1% | -6.3% | 10.6 | 70 | -1.1 | 11.7 | 0.2% | -9.7% | 7.1%
O=C(Nc1cc2c(cc1Br)OCCO2)c1cccs1 | i | -5.6 | 5.0% | -4.9% | -5.6% | -0.2 | 50 | -12.2 | 1.5 | 2.1% | -2.1% | 2.9%
COc1ccccc1CNC(=O)C[n+]1ccccc1 | i | -5.6 | 0.9% | -8.4% | 2.8% | -0.2 | 76 | -6.7 | -32.3 | -0.3%[50 µM] | x | -0.2%
CSc1nc(O)cc(=O)n1-c1ccc(F)cc1 | i | 6.0 | -0.1% | 3.8% | -1.9% | -0.6 | 56 | -5.4 | 6.5 | 0.1% | -3.8% | -2.9%
Cc1oc(-c2ccccc2F)nc1CS(=O)CC(=O)NCc1ccc(F)cc1 (stereo not given) | x | x | 0.5% | -6.4% | 0.5% | 0.7 | 42 | x | x | 7.0% | -4.8% | 9.8%
CCOc1cccc2cc(C(=O)NCc3cccnc3)c(=O)oc12 | i | -6.4 | 1.6% | -0.5% | 17.9% | -2.0 | 49 | -14.3 | -20.8 | 1.0% | -4.8% | 9.9%
COc1ccc(CCNC(=O)c2sc3nc4n(c(=O)c3c2C)CCC4)cc1 | x | x | -0.6% | x | x | -0.2 | 70 | x | x | 1.6%[50 µM] | -7.9% | x
COC(=O)C1CCN(C(=O)c2cc(S(=O)(=O)N3CCCCC3)ccc2Cl)CC1 | x | x | 0.2% | x | x | 4.5 | 66 | x | x | 0.7%[50 µM] | -10.8% | x
CC(C)N(CC#CCC(O)(c1ccccc1)c1ccccc1)C(C)C | i | 5.5 | -0.1% | 0.2% | -0.3% | -0.9 | 72 | -4.7 | -27.8 | 1.1%[50 µM] | -5.2% | -4.1%
Cc1ccc2nc(-c3ccccc3)c(-c3ccccc3)nc2c1 | i | -2.0 | -0.1% | -1.3% | -2.7% | 6.4 | 49 | 65.1* | 42.9* | -0.3% | -3.1% | -0.6%
Cc1ccc(C(=O)N/N=C\c2cc3c(cc2Br)OCO3)s1 | i | -1.9 | 0.8% | -2.2% | 2.6% | 14.5 | 77 | 20.5 | -13.0 | 5.4% | -4.0% | 7.7%
